# Screening data deposited in PubChem BioAssay by National Center for Advancing Translational Sciences (NCATS).
# LDHA block: qHTS assay for inhibitors of human lactate dehydrogenase. purified LDHA, NADH/diaphorase-resazurin fluorescence; stronger effect = lower value. 0.15% of 480,000 active. AID 1347041, 2019. activity change, % (values are at about 110 or 230 µM); in the data active = activity change below about -30%; inconclusive = mostly about -25% to -30%;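 note: plate controls were DMSO wells for no effect and wells without enzyme for full effect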
#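 Human LDH5 (2 nM) was incubated with 0.06 mM NADH and 0.2 mM pyruvate for 5 min at room temperature in Tris pH 7.4. Remaining NADH was coupled through diaphorase/resazurin, and resorufin fluorescence was read at 0 and 20 min.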
# D2 ag: HTS Assay for Allosteric Agonists of the Human D2 Dopamine Receptor: Primary Screen for Agonists. activation, % at 2 µM. HEK293 T-REx D2 cells, calcium flux agonist mode. 0.53% of 340,000 active. D(2) dopamine receptor (Homo sapiens), P14416;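 active = activation over 3 SD above normal in the single-dose calcium agonist read, cut at about 30% in these data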; note: 0% is about no effect
#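 Calcium-flux readout, 1 cycle/sec over 180 s following compound pin transfer, in inducible HEK293 Trex D2 cells (force-coupled); dopamine controls included. Positive calcium responses during this window marked compounds as potential agonists.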
# Vif-APOBEC3G blk: qHTS for Inhibitors of Vif-A3G Interactions: qHTS | 0.076% of 410,000 active | Potency, µM (top dose mostly 46.1 µM), for the others: at the highest dose activity, negative = active, usual class: inhibitors | HeLa A3G-eYFP + Vif (tagged APOBEC3G with the HIV-1 protein that degrades it), YFP fluorescence, overnight;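 note: potency is the fitted concentration of half-maximal effect; % is set by controls: 0 for no effect and ±100 for the full control effect; nearly all actives have a fitted effect of over 60% in size; hits raise eYFP signal because A3G escapes Vif-driven loss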
# Target sequence (Q9HC16 whole entry, looked up): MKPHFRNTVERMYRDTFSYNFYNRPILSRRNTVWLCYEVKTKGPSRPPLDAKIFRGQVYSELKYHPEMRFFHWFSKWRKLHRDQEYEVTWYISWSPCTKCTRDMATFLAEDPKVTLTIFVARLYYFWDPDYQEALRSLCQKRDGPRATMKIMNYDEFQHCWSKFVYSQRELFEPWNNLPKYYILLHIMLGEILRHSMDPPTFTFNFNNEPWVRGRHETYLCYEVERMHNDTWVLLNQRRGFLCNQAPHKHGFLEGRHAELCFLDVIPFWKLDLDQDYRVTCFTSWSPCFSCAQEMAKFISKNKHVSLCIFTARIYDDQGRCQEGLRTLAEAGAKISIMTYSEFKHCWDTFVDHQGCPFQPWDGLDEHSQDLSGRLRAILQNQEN
#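 Read-out is eYFP fluorescence (Ex 488/Em 500-530) from Vif-expressing HeLa A3G-eYFP cells; more signal means A3G escaped Vif-mediated degradation. Cells plated overnight, compound pinned in, incubated overnight at 37 deg C.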
# 12-LOX inh: Primary qHTS assay for inhibitors of human arachidonate 12S-lipoxygenase (ALOX12): Round 2 | Polyunsaturated fatty acid lipoxygenase ALOX12 (Homo sapiens), P18054 | purified 12hLO, xylenol orange hydroperoxide absorbance | Potency, µM (top dose mostly 108 µM), without a hit: at the top dose activity change, negative = inhibition, hits mostly inhibitors | 1.1% of 580,000 active; note: potency is the fitted concentration of half-maximal effect; % is set by controls: 0 for no effect and ±100 for the full control effect
# Target sequence (P18054 whole entry, looked up): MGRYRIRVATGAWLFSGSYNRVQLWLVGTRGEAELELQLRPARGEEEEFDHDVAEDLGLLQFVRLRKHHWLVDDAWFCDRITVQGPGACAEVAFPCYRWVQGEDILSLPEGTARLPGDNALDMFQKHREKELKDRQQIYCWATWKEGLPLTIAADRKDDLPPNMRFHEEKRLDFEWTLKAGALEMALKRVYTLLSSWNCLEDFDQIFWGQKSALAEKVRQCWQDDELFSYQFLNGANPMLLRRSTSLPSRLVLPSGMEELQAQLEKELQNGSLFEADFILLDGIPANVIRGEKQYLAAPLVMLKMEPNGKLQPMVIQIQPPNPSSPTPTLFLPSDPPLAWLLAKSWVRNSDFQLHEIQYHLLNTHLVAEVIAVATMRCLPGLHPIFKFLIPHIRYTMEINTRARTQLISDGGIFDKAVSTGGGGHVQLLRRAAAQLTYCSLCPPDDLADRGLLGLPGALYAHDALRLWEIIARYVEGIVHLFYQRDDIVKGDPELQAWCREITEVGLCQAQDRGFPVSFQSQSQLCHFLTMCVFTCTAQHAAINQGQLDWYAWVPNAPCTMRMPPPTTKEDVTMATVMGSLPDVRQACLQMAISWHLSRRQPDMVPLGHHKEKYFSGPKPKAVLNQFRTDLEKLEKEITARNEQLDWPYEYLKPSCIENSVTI
#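 Purified human 12hLO at 150 nM in 25 mM Hepes, 0.01% Triton X-100, pH 7.0, preincubated 15 min at room temperature with compound. Reaction started with 40 uM arachidonic acid, 30 min at room temperature. Hydroperoxide measured by Fe-xylenol orange, 573/405 nm absorbance ratio.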
# Glioma ERSR ind: qHTS for Inducers of the Endoplasmic Reticulum Stress Response (ERSR) in Human Glioma: qHTS; 0.02% of 420,000 active; AID 602332, 2012; U87-MG GRP78 promoter luciferase reporter, 16 h; Potency, µM, for the others: at the top dose activation, usual class: activators; note: potency is the fitted concentration of half-maximal effect; series mostly up to about 76 µM; % of control where 0% means no effect; nearly all actives have a fitted effect of over 35% in size
#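 Stably transfected U87-MG glioma cells carrying a GRP78-based luciferase sensor; 16 h compound incubation. Luminescence end-point read 10 min after Bright-Glo addition at room temperature.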
# D2 antag: HTS Assay for Allosteric Antagonists of the Human D2 Dopamine Receptor: Primary Screen for Antagonists | HEK293 TREx D2 cells, calcium flux, dopamine EC80 | inhibition, % at 10 µM | 2% of 340,000 active | AID 485344, 2010; in the data active = inhibition above about 30%; note: 0% is about no effect
#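 Read-out: kinetic calcium fluorescence (1 cycle/s) in inducible HEK293 T-REx D2 cells after an EC80 dopamine addition that followed 180 s compound preincubation. Loss of the dopamine response indicates antagonism.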
# Vif-A3F inh: qHTS for Inhibitors of Vif-A3F Interactions: qHTS; HeLa A3F-eYFP + Vif (tagged APOBEC3F with the HIV-1 protein that degrades it), YFP fluorescence increase; Potency, µM (doses to about 46.1 µM), inactives show at the top dose activity, negative = active; 0.2% of 390,000 active; note: potency is the fitted concentration of half-maximal effect; % of control where 0% means no effect; nearly all actives have a fitted effect of over 65% in size
#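 Fluorescence increase (Ex 488/Em 500-530) after overnight compound treatment at 37 deg C flags inhibition of Vif-driven A3F-eYFP loss in stable HeLa A3F-eYFP/Vif cells seeded overnight beforehand.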
# ERG Ets-DNA blk: qHTS for Small Molecule Inhibitors of the ERG Ets/DNA interaction | Transcriptional regulator ERG (Homo sapiens), P11308 | fluorescence polarization, His-ERG Ets domain / labelled DNA | Potency, µM (highest dose often 76.9 µM), without a hit: top-dose FP activity, negative = inhibition, hits mostly inhibitors | 0.028% of 370,000 active; active = well fitted inhibition curve with a large enough effect in the polarisation, with a control signal flat; inconclusive = small, poorly fitted or top-dose-only effect, or effect the other way, or a change in a side signal; inactive = no such curve, though single readings can be large or run the other way; the % refers to the polarisation;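 note: polarization taken with two DNA probes labelled with fluorescein and Texas red; potency is the fitted concentration of half-maximal effect; % of control where 0% means no effect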
#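 His-tagged ERG Ets domain (1 uM in the protein solution; 300mM KCl, 50mM Tris-HCl, 1mM EDTA, 1mM DTT, pH 7.5) received compound, then a probe mix of 5 nM fluorescein-DNA and 100nM Texas-615-DNA. Fluorescence polarization was read for both dyes.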
# RGS4 inh: Inhibitors of Regulator of G Protein Signaling (RGS) 4: qHTS; Potency, µM (titrated, usually from 114 µM), for the others: at the top dose activity change, negative = inhibition, most hits filed as inhibitors; 0.039% of 390,000 active; Regulator of G-protein signaling 4 (Homo sapiens), P49798; Transcreener GDP fluorescence polarization, RGS4-accelerated GTP hydrolysis; note: potency is the fitted concentration of half-maximal effect; % is set by controls: 0 for no effect and ±100 for the full control effect; nearly all actives have a fitted effect of over 75% in size; some results filed as inactive show a strong effect at the top dose
#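 MLSMR compounds (23 nl, pin-transferred) preincubated 10 min at room temperature with a 500nM (2x) first reagent, then RGS4 at 900nM (2x) plus Transcreener GDP mix added; fluorescence polarization (620/688 nm) read before and after 90 min at 30 °C.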
# The depositor's hits bear a star; ? = inconclusive; · = not tested or not shown; & = joins results of further samples; [ ] = dose if it differs, or a comment. Unless noted, calls come from the whole dose curve; as a rule, active = well fitted curve in the direction sought with a large enough effect; inconclusive = small, poorly fitted or top-dose-only effect, or another doubt; inactive = no such curve, though single readings can be large; an effect the other way counts as inactive or inconclusive. Some of the compounds tested, so the mix of outcomes need not match the whole.
SMILES,LDHA block,D2 ag,Vif-APOBEC3G blk,12-LOX inh,Glioma ERSR ind,D2 antag,Vif-A3F inh,ERG Ets-DNA blk,RGS4 inh
COc1ccc(NC(=O)C[C@H]2C(=O)N(C3CCCCC3)C[C@@H]2CSC)cc1,-9,·,-5%,6%,-6%,·,-21%,·,·
[O-][n+]1onc2c1CCc1[nH]c(-c3ccccc3)nc1-2,-7,0.2,-11%,5%,4%,-8,-16%,0%,12%
Nc1c(C(=O)Nc2ccccc2)sc2ncc([N+](=O)[O-])cc12,-10,0.5,1%,-12%,-3%,-11,-7%,-17%,8%
O=C(O)c1ccc(Nc2nc(-c3cccnc3)cs2)cc1O,-4,-1.9,1%,?,3%,-2,-4%,6%,26%
C=CCn1nc2n(c1=O)-c1ccccc1SC2,-1,0.1,2%,101%[activator],4%,12,3%,-10%,-5%
O=C(Cn1c(-c2cccs2)cc2cc(F)ccc21)NCCc1ccc(Cl)cc1,-5,1.2,-1%,-11%,-2%,·,0%,0%,-12%
Cc1cccc(-n2nnnc2SCC(=O)N(CC(C)C)c2c(N)n(CC(C)C)c(=O)[nH]c2=O)c1,-4,-2.2,0%,-5%,-5%,-8,9%,-12%,12%
COc1ccccc1-n1cnc2cc(C(=O)NCc3ccco3)ccc21,-3,0.2,-2%,0%,-2%,-14,2%,-14%,-33%
CCNC(=O)c1sc2cc(C)ccc2c1Cl,11&-14,2.0,0%,?,?,-12,-14%,4%,5%
COc1ccc2c3n([n+]([O-])c2c1)CCN=C3c1ccc(C)cc1,9,-0.4,0%,-10%,4%,-15,-5%,7%,30%
Cc1noc(C)c1NC(=O)N(C)C[C@H]1Oc2c(NC(=O)Cc3ccccc3)cccc2C(=O)N([C@H](C)CO)C[C@@H]1C,-10,·,1%,12%,-3%,·,-3%,3%,10%
Cc1ccc(C(=O)N[C@H](C(=O)OCC(=O)c2ccc[nH]2)C(C)C)cc1,-7,·,0%,-8%,-5%,·,2%,-3%,-3%
COC(=O)CSc1nc2nc(C)c(Br)cc2[nH]1,-6,0.3,-1%,0%,-2%,1,-12%,2%,1%
O=S(=O)(Nc1cccc(S(=O)(=O)N2CCCCC2)c1)c1ccccc1F,0,·,0%,-3%,-3%,·,-20%,0%,-24%
CCOC(=O)c1nnsc1-c1ccc(-c2snnc2C(=O)OCC)cc1,-6,-1.3,2%,-4%,-8%,-27,-3%,-23%,23%
Cn1c(COc2ccc(Cl)cc2)nnc1SCC(=O)NC1CCCCC1,-11,·,0%,-5%,-1%,·,-6%,5%,24%
CC1=C(C(=O)OC(C)C)C(c2cccs2)N2C(=O)C(C)SC2=N1 (stereo not given),-3,0.1,0%,-14%,-5%,-11,-5%,5%,-29%
COc1ccc(NC(=O)CN(c2ccc(C)cc2)S(=O)(=O)c2cccs2)cc1,0,-0.5,-1%,0%,-3%,·,-5%,-7%,-15%
COC(=O)CSc1nnc(NC(=O)c2ccc3c(c2)OCO3)s1,-1,0.3,-1%,-5%,-3%,-1,-9%,1%,9%
CCOc1ccc(CCNC(=O)CSc2cc(=O)n(CC)c3ccccc23)cc1OCC,4,-1.1,2%,1%,-1%,4,-9%,6%,-17%
Cc1cc(NC(=O)CCC(=O)N(c2ccc(F)cc2)C(C(=O)NC2CCCC2)c2ccncc2)no1 (stereo not given),-2,0.5,-1%,0%,-5%,16,2%,-1%,-6%
Cc1ccc(/C=N/NC(=O)Cn2nc(C)c(Br)c2C)o1,0,-1.2,0%,-5%,-2%,-5,-1%,-11%,-14%
Clc1nccnc1N/N=C/c1ccc(Br)cc1,-5,-0.3,-12%,?,3%,8,1%,8%,9%
N#Cc1c(N)c(C(=O)c2ccccc2)n2c1CCC2,-5,-0.1,-5%,0%,-3%,0,-22%,-6%,3%
CC(=O)c1ccc(S(=O)(=O)Nc2cccc(-c3ccc(N4CCCC4)nn3)c2)cc1,-4,-2.1,0%,-20%,2%,·,0%,1%,9%
O=C(CN1CCN(S(=O)(=O)c2ccccc2)CC1)Nc1ccccc1Cl,-4,-0.6,0%,249%[activator],-3%,-12,0%,-9%,23%
CCOC(=O)C1C(=O)NC(c2ccccc2)=NC1c1cccc(Br)c1 (stereo not given),-3,0.0,-8%,-18%,0%,55*,1%,7%,22%
COc1cccc(OCc2nc(-c3ccc(Br)o3)no2)c1,-6,0.8,-6%,0%,2%,-2,3%,5%,16%
O=C(Nc1cccc(C(F)(F)F)c1)c1cc(-c2cccs2)on1,-8,0.9,-5%,7%,-1%,26,-3%,7%,?
COc1ccc(CCNC(=O)C23CCC(C)(C(=O)C2Br)C3(C)C)cc1OC (stereo not given),-5,-1.5,3%,69%[activator],-6%,12,13%,-9%,4%
CCOc1ccc(NC(=O)CSc2nc3ccsc3c(=O)n2CCCCCC(=O)O)cc1,-5&-15,0.0,-6%&1%,?,-1%&-4%,·,?,5%,5%
O=C(NCCCN1CCCC1=O)c1c(O)nc2sccn2c1=O,2,-0.1,2%,?,-5%,5,-9%,3%,26%
O=C(CN1C(=O)C2CCc3[nH]c4ccccc4c3C2C1=O)N1CCCC1 (stereo not given),-1,-2.9,1%,?,-1%,19,4%,-4%,5%
O=C1CCCN1CCCNS(=O)(=O)c1cccs1,-2,·,-4%,8%,-2%,·,1%,-4%,4%
C#Cc1ccc([C@H]2C=C(C(=O)OCC=C)O[C@@H](OCCCCO)C2)cc1,-9,·,-1%,?,-2%,·,-1%,-2%,-16%
COCc1cc(C)nc(SC)c1C#N,-12,-0.9,-1%,-13%,-5%,-5,14%,0%,21%
COCCCNCCOc1ccc(C(C)(C)c2ccccc2)cc1,-10,0.2,1%,-29%,-6%,-1,-4%,10%,-19%
CCOC(=O)c1cc(C)nc(SC)c1C#N,0,0.6,-7%,?,-2%,31*,4%,-3%,19%
Cn1/c(=N/N=C/c2ccc(N3CCOCC3)cc2)sc2ccccc21,-6,0.8,2%,0%,4%,-3,-27%,-4%,32%
S=C(N/N=C/c1ccc2ncccc2c1)Nc1ccccc1,-5,0.6,-4%,-25%,-5%,-4,-3%,5%,-43%
CCc1cc(C(=O)COc2ccccc2F)c(O)cc1O,3,-0.6,0%,?,9%,14,-2%,0%,11%
C=CCN(C(=O)OC(C)(C)C)S(=O)(=O)NCc1ccccc1,0,0.3,-3%&-1%,-7%,-4%&-1%,12,6%,0%,9%
CC(C)(C)OC(=O)NC(CCNC=C1C(=O)OC(C)(C)OC1=O)C(=O)O (stereo not given),-6,0.5,0%,5%,-4%,8,?,1%,10%
O=C(Nc1cccc(-c2nn[nH]n2)c1)c1cccs1,-16,1.2,-3%,?,-5%,-3,-1%,-8%,5%
COc1cccc(OCCCN2CCCCC2)c1,-1,3.1,-1%,14%,-5%,-11,-1%,-5%,22%
O=C(Cc1sc(Nc2ccccc2)nc1-c1ccccc1)NCc1ccccn1,-3,1.8,-10%,6%,-5%,9,-34%,-1%,-41%
COc1cc(NC(=S)Nc2cccnc2)cc(OC)c1OC,2,-0.6,1%,45µM*,-2%,-4,-2%,·,-13%
Cc1ccc(S(=O)(=O)N2CCN(C(=O)Cn3nc(C)c([N+](=O)[O-])c3C)CC2)cc1,-3,·,-1%,?,-4%,·,0%,3%,2%
Cn1cc(Br)c(C(=O)N2CCN(c3cccc(Cl)c3)CC2)n1,-4,-0.7,-1%,3%,-6%,19,·,9%,11%
CC(C)Oc1ccc(N2CC(C(=O)Nc3ccccc3C(=O)NC3CC3)CC2=O)cc1 (stereo not given),1,0.2,-3%,-19%,4%,-9,-1%,-6%,-24%
O=C(COC(=O)CSc1ccccc1)Nc1ccc(F)cc1F,-1,·,1%,0%,-3%,·,1%,-17%,-10%
Cc1cc(N2CCOCC2)nc2ccc(NC(=S)NCCN(C)C)cc12,13,12,4%,-13%,-3%,10,0%,-5%,-46%
COC(=O)c1sc2nc(CN3CCN(c4cccc(C(F)(F)F)c4)CC3)[nH]c(=O)c2c1C,5,-0.6,0%,-8%,-1%,19,-12%,19%,-28%
O=C(Nc1ccccc1)c1cccnc1NCCc1ccccc1,-1,0.5,-5%,-5%,3%,-18,2%,-9%,-10%

# Limited to LDHA block (two entries from above):
Compound	LDHA block
CCc1cc(C(=O)COc2ccccc2F)c(O)cc1O	3
C=CCN(C(=O)OC(C)(C)C)S(=O)(=O)NCc1ccccc1	0
